From PubChem BioAssay
D1 ag = activates the human D1 dopamine receptor | P21728 | HEK293 T-REx D1 cells, calcium flux, agonist mode | activation, % at 2 µM | 1% of 360,000 active; in the data active = activation above about 30%; note: 0% is about no effect
Target sequence (P21728 whole entry, looked up): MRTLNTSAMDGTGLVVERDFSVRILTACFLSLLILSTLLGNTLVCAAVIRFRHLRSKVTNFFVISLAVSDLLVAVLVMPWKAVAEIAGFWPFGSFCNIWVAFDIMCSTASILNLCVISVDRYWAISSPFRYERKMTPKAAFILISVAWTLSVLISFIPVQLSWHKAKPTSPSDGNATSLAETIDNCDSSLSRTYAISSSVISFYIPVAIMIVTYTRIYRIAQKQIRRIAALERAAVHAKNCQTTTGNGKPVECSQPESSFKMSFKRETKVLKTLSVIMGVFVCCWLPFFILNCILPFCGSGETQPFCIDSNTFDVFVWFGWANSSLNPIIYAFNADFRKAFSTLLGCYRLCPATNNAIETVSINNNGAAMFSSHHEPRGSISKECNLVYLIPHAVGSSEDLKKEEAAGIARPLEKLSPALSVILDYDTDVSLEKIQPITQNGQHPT
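Tetracycline-induced HEK293 TREx D1 cells, force-coupled to calcium signalling, were dye-loaded with a no-wash calcium kit. Compound was pin-added after a 10 s baseline. Fluorescence was read kinetically at 1 cycle/s for 180 s, with calcium rises flagged as agonism.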
D2 PAM = positive allosteric modulators of human D2 dopamine receptor; 0.34% of 340,000 active; potentiation, % at 10 µM; AID 485347; HEK293 T-REx D2, calcium flux, EC20 dopamine potentiation;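 active = potentiation over 3 SD above the plate norm, cut at about 30% in these data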; note: 0% is about no effect
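Tetracycline-induced Hek293 Trex D2 cells, force-coupled to calcium, loaded with no-wash calcium dye. Compound added with 180 s kinetic read for agonism, then EC20 dopamine and a further 180 s read for potentiation.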
TRHR ag = activates the human TRH receptor. P34981. TRHR cells, calcium flux fluo-8, FDSS agonist mode. activation, % at 2 µM. 0.18% of 360,000 active. AID 493084; in the data active = activation above about 30%; note: 0% is about no effect
Target sequence (P34981 whole entry, looked up): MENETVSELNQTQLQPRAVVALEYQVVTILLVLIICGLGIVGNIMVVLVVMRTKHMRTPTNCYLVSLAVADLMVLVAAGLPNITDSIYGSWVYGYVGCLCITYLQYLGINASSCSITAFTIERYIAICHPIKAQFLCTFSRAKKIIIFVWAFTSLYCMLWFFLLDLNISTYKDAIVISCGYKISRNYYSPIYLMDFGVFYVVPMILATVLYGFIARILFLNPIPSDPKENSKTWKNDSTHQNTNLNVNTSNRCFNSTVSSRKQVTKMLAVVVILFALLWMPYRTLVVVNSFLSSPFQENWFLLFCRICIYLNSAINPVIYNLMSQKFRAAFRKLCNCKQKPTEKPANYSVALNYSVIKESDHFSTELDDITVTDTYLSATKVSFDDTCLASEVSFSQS
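Agonist-mode FDSS calcium read (Ex 480/Em 530, 1 s cycles) in 1536-well TRHR cells with fluo-8 dye, after 10-cycle baseline and 23 nL compound addition; TRH at EC20 (10 nM final) added afterwards for the enhancer phase.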
D1 potentiator = potentiators of human D1 dopamine receptor. HEK293 TREx D1 cells, calcium flux, dopamine EC20 potentiation. potentiation, % at 10 µM. 0.036% of 360,000 active. AID 504651; in the data active = potentiation above about 30%; note: 0% is about no effect
D1 antagonist = human D1 dopamine receptor antagonism; P21728; AID 504652; HEK293 TREx D1 cells, calcium flux, dopamine EC80; stronger effect = lower value; activity change, negative = inhibition, % at 10 µM; 3.2% of 360,000 active; in the data active = activity change below about -30%; note: % is set by controls: 0 for no effect and ±100 for the full control effect
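After overnight tetracycline induction at 30 C, force-coupled D1 HEK293 cells took up a no-wash calcium dye at room temperature. Compounds were added and monitored 180 s, and the response to EC80 dopamine was then recorded.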
RXFP1 antagonist = antagonists of human relaxin receptor RXFP1. Q9HBX9. 0.59% of 350,000 active. AID 1259400. activity change, negative = inhibition, % at 57.5 µM. HEK293-RXFP1, relaxin-stimulated cAMP HTRF, 30 min; stronger effect = lower value;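 active = activity change of -60% or lower, but not beyond a set lower limit; inconclusive = change between -60% and -40%, or beyond the set limit; inactive = change above -40%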; note: % is set by controls: 0 for no effect and ±100 for the full control effect
Apoferritin bind = binds horse apoferritin like a general anesthetic | P02791 | apoferritin/1-aminoanthracene competitive binding, fluorescence | Potency, µM (highest dose often 77.5 µM), for inactives: top-dose activity change, negative = displacement, hits mostly inhibitors | 0.074% of 350,000 active; note: potency is the fitted concentration of half-maximal effect; % is set by controls: 0 for no effect and ±100 for the full control effect; nearly all actives have a fitted effect of over 20% in size
Target sequence (P02791 2-175 limits assumed): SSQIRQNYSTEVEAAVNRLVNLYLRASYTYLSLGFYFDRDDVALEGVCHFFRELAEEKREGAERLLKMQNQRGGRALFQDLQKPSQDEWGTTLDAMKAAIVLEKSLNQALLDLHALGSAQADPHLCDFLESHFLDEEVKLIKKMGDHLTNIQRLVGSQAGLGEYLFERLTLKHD
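Horse-spleen apoferritin (10 uM) was mixed with 50% saturated 1-aminoanthracene in PBS, exposed to compounds for 10 min at room temperature, and read for fluorescence (ex 380 nm, em 535 nm). Competitive displacement was fitted with a four-parameter Hill equation.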
RXFP1 ag = RXFP1 (human) receptor agonism | HEK293T-RXFP1 cAMP TR-FRET, 30 min; response scale: percent of porcine relaxin response, buffer zero | Q9HBX9 | 0.3% of 370,000 active | Potency, µM (doses to about 57.5 µM), for inactives: top-dose activation, usual class: activators | AID 2676; note: potency is the fitted concentration of half-maximal effect; % is set by controls: 0 for no effect and ±100 for the full control effect; nearly all actives have a fitted effect of over 60% in size; many of its hits are not listed in these tables
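Agonist response is measured as cAMP accumulation in an RXFP1-transfected HEK293T line under PDE4 inhibition. Values are scaled between buffer-only and 29 nM porcine relaxin, and EC50s come from standard Hill equation fits.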
TRHR enhancer = allosteric enhancers of human TRH receptor | 0.66% of 360,000 active | P34981 | TRHR cells, fluo-8 calcium fluorescence, EC20 TRH enhancement | enhancement, % at 2 µM; in the data active = enhancement above about 30%; note: 0% is about no effect
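TRHR-expressing cells loaded with fluo-8 calcium dye were read kinetically (ex 480/em 530) during compound addition, then stimulated with an EC20 of TRH (10 nM final). Enhancement of the Gq-mediated intracellular calcium response was scored.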
* marks the source's active call; other numbers are inactive results; ? = inconclusive; nt = no result given; & = joins results of further samples; [ ] = remark or other dose. Unless noted, calls come from the whole dose curve; as a rule, active = well fitted curve in the direction sought with a large enough effect; inconclusive = small, poorly fitted or top-dose-only effect, or another doubt; inactive = no such curve, though single readings can be large; an effect the other way counts as inactive or inconclusive. Some of the compounds tested. The share of hits here may be higher or lower than overall.

#1 COc1ccccc1N(CC(=O)NCc1ccc2c(c1)OCO2)C(=O)CCC(=O)Nc1nccs1
#2 Cn1c(CCc2ccccc2)nnc1SCC(=O)N1CCOCC1
#3 COc1ccc(OC)c(-c2cc(C(=O)Nc3c(C)nn(Cc4ccccc4Cl)c3C)no2)c1
#4 Cc1cc(C(=O)NCC(C)(C)N2CCOCC2)c(C)o1
#5 COc1cc(C2NC(=S)NC(C)=C2C(=O)Nc2ccc(C)cc2)ccc1O (centres undefined)
#6 O=C(CN1c2ccccc2S(=O)(=O)c2ccccc21)Nc1cccc(C(F)(F)F)c1
#7 CCc1ccccc1N(C)C(=O)c1cc2c(Cl)nc3ccc(C)cc3c2s1
#8 Cc1ccc(-n2nc(C(=O)O)cc2-c2ccc(Cl)cc2)cc1

entry no.,1,2,3,4,5,6,7,8
TRHR ag,-0.1,0.4,-0.1,0.1,1.3,1.8,-0.8,0.2
Apoferritin bind,2%,-7%,8%,nt,-2%,8%,-3%,3%
D1 antagonist,8,-22,8,2,-2,-3,17,-5
RXFP1 antagonist,1,6,2,21,-12,-3,-15,-13
TRHR enhancer,-1,-3,-5,-2,2,6,0,-3
D1 ag,2,2,2,4,2,9,1,3
D1 potentiator,-4,4,-1,6,0,-4,5,3
D2 PAM,nt,-2,2,10,5,nt,5,-2
RXFP1 ag,1.4%,0.3%,2.4%,1.6%,0.6%,1.5%,3.0%,0.7%

#9 CC1CN(C(=O)c2cnn3c(C(F)F)cc(-c4ccccc4)nc23)CC(C)O1 (centres undefined)
#10 Cc1cccc(NC(c2ccccc2C)c2ccc3ccc(C)nc3c2O)n1 (centres undefined)
#11 Cc1ccc2[nH]c(=O)c(CN(Cc3ccccc3Cl)C(=O)N3CCOCC3)cc2c1
#12 CC1=C(C(=O)OC2CCCC2)C(c2ccc(C)o2)C2=C(CC(c3cccs3)CC2=O)N1 (centres undefined)
#13 Cn1ncc(Cl)c1C(=O)NCc1cc(C(C)(C)C)n[nH]1
#14 C=C(C)C1Cc2cc3ccc(=O)oc3cc2O1 (centres undefined)
#15 CCOCCCNC(=O)CN1CCN(c2ccc(F)cc2)CC1
#16 Cc1ccc(C(=O)NCC(=O)NCC(=O)OCc2ccc(Cl)cc2)cc1

entry no.,9,10,11,12,13,14,15,16
TRHR ag,-0.6,0.8,0.2,-1.1,0.7,0.2,-0.4,-0.7
Apoferritin bind,0%,?,-5%,-9%,1%,5%,-6%,-4%
D1 antagonist,-14,10,-2,-5,-6,12,20,-2
RXFP1 antagonist,-12,-26,-5,-19,1,-3,-22,4
TRHR enhancer,-2,2,2,-11,4,2,3,0
D1 ag,0,-1,2,2,12,5,2,2
D1 potentiator,-3,0,-2,7,-4,-5,-6,-1
D2 PAM,12,7,24,2,-4,nt,6,-3
RXFP1 ag,2.4%,2.9%,1.3%,-1.2%,3.7%,2.0%,-0.6%,0.1%

#17 CCOc1ccc(OCC)c(NC(=O)C2CCCN(S(=O)(=O)c3ccc4c(c3)oc(=O)n4C)C2)c1 (centres undefined)
#18 Cc1ccc(CNC(=O)c2nc(SCc3ccc(F)cc3)ncc2Cl)cc1
#19 O=C(O)CCCN1C(=O)/C(=C\c2ccc(-c3nc4ccccc4s3)o2)SC1=S
#20 CCc1ccccc1NC(=S)N(CCCN1CCN(C)CC1)Cc1cccs1
#21 Cc1ccc(CN2CCN(CCCc3ccccc3)CC2CCO)cc1 (centres undefined)
#22 COc1ccccc1-c1nnc(NC(=O)c2ccc(S(=O)(=O)N(C)C)cc2)o1
#23 Cc1ccccc1C(=O)Nc1nc2nc(-c3ccccc3)cc(=O)n2[nH]1
#24 O=[N+]([O-])c1cnccc1Nc1ccc(Cl)cc1

entry no.,17,18,19,20,21,22,23,24
TRHR ag,0.0,4.0,6.7,0.2,-1.2,-0.5,0.5,-0.3
Apoferritin bind,-5%,-8%,28%,-7%,-14%,-9%,-11%,-14%
D1 antagonist,0,4,80,6,-12,-6,-5,-15
RXFP1 antagonist,nt,-4,-39,-23,-4,5,-13,6
TRHR enhancer,26,42*,-5,0,7,16,-1,-3
D1 ag,0,21,35*,5,4,3,0,2
D1 potentiator,-4,2,6,-13,-3,11,-2,-4
D2 PAM,-4,-7,23,-5,-30,3,-9,-8
RXFP1 ag,10%,?,-3.1%,1.1%,4.4%,0.5%,-1.6%,-0.7%

#25 COC(=O)c1ccc(NC(=O)CSC2=Nc3ccccc3C3CC=NN23)cc1 (centres undefined)
#26 CS(=O)(=O)N(CC(=O)N1CCOCC1)c1cc(C(F)(F)F)ccc1Cl
#27 CC(C)c1ccc(-c2csc3nc[nH]c(=O)c23)cc1
#28 Cc1ccc(OCCN2CCN(c3nc(NCc4ccco4)c4ccccc4n3)CC2)cc1
#29 CC(C)c1ccc(NC(=O)CCS(=O)(=O)c2cccc3nonc23)cc1
#30 Cc1[nH]c2ccc(F)cc2c1CCN(Cc1cccnc1)C(=S)Nc1cccc(F)c1
#31 COc1ccc([C@H]2CC(=O)C=C(c3ccc(CO)cc3)C2)cc1
#32 CC(C)[C@H](NC(=O)c1ccccc1)C(=O)OCC(=O)N1CCCCCC1

entry no.,25,26,27,28,29,30,31,32
TRHR ag,0.3,1.3,-0.4,0.4,-0.7&0.0,0.1,0.2,-0.2
Apoferritin bind,-14%,-4%,-21%,-13%,-15%&-9%,-1%,nt,2%
D1 antagonist,0,3,-18,-33*,-7&-6,-1,nt,1
RXFP1 antagonist,4,2,-11,nt,3,-3,nt,-3
TRHR enhancer,-4,11,1,0,-17&4,-6,23,-2
D1 ag,1,1,0,7,-1&3,2,4,1
D1 potentiator,3,1,13,-10,-7&0,-13,-2,-7
D2 PAM,-7,2,nt,-26,-7&-4,-3,8,1
RXFP1 ag,0.6%,3.6%,-3.2%,3.3%,0.7%&2.8%,-0.1%,-0.3%,-0.8%

#33 COc1ccc(CC(=O)N2CC3(C)CC2CC(C)(C)C3)cc1OC (centres undefined)
#34 CCC(=O)N1CCc2cc(S(=O)(=O)N3CCCCC3CC)ccc21 (centres undefined)
#35 COc1ccc(C(=O)OCC(=O)Nc2nnc(-c3ccccc3)o2)cc1
#36 Cc1cn2c(=O)cc(COc3cccc(NC(=O)c4cccc(F)c4)c3)nc2s1
#37 CCOc1cc(/C=N/NC(=O)c2ccc(=O)n(C)c2)ccc1O
#38 COc1ccc(Br)cc1C(=O)NC(=S)Nc1ccc2[nH]c(=O)[nH]c2c1
#39 CCOc1ccc(-c2csc(N)c2C(=O)OC)cc1
#40 C=C(C)COc1ccc(-c2nc(N)nc(C(F)(F)F)c2-c2ccc(OC)cc2)c(O)c1

entry no.,33,34,35,36,37,38,39,40
TRHR ag,-0.7,-0.2,-0.1,-1.2,1.9,0.2,-0.9,-1.2
Apoferritin bind,?,-8%,-9%,-11%,-3%,-12%,?,?
D1 antagonist,-6,-5,8,-6,11,9,10,-4
RXFP1 antagonist,-30,-7,0,nt,-6,7,-10,-2
TRHR enhancer,-11,1,11,-1,-1,1,1,9
D1 ag,6,3,0,1,1,3,1,3
D1 potentiator,3,4,1,0,9,nt,-6,-4
D2 PAM,9,5,-8,-5,4,3,-1,-1
RXFP1 ag,1.8%,-3.1%,2.1%,9.2%,-1.8%,-0.6%,4.0%,1.9%

Retrieved by structure from above, 6 records:
#35 COc1ccc(C(=O)OCC(=O)Nc2nnc(-c3ccccc3)o2)cc1
#38 COc1ccc(Br)cc1C(=O)NC(=S)Nc1ccc2[nH]c(=O)[nH]c2c1
#33 COc1ccc(CC(=O)N2CC3(C)CC2CC(C)(C)C3)cc1OC (centres undefined)
#34 CCC(=O)N1CCc2cc(S(=O)(=O)N3CCCCC3CC)ccc21 (centres undefined)
#40 C=C(C)COc1ccc(-c2nc(N)nc(C(F)(F)F)c2-c2ccc(OC)cc2)c(O)c1
#36 Cc1cn2c(=O)cc(COc3cccc(NC(=O)c4cccc(F)c4)c3)nc2s1

entry no.,35,38,33,34,40,36
TRHR ag,-0.1,0.2,-0.7,-0.2,-1.2,-1.2
Apoferritin bind,-9%,-12%,?,-8%,?,-11%
D1 antagonist,8,9,-6,-5,-4,-6
RXFP1 antagonist,0,7,-30,-7,-2,nt
TRHR enhancer,11,1,-11,1,9,-1
D1 ag,0,3,6,3,3,1
D1 potentiator,1,nt,3,4,-4,0
D2 PAM,-8,3,9,5,-1,-5
RXFP1 ag,2.1%,-0.6%,1.8%,-3.1%,1.9%,9.2%

The listing continues:
#41 Cc1onc(NC(=O)CSCC(=O)O)c1Br
#42 COc1ccc(N(C(=O)Nc2ccc(Cl)cc2)C2=NCCC2)cc1
#43 Cc1cc(C)n2nc(SCC(=O)c3cccs3)nc2n1
#44 Cc1sc(N2C(=O)C3C(C2=O)[C@H]2C=C[C@@H]3C2)c(C#N)c1C (some centres undefined)
#45 CCN1C(=O)C(CC(=O)Nc2c(C)cccc2C)Nc2cc(S(=O)(=O)N(C)C)ccc21 (centres undefined)
#46 O=[N+]([O-])c1ccc(/C=C/c2nc3ccc([N+](=O)[O-])cc3[nH]2)cc1
#47 COCCCn1c(Cc2csc(Nc3ccccc3)n2)nnc1SCC(N)=O
#48 CCn1cc(C(=O)O)c(=O)c2cnc(N3CCN(C(=S)Nc4ccc(F)cc4)CC3)nc21
#49 Cc1ccc(-c2nc3ccccc3nc2-c2ccccc2)cc1
#50 CC(C)Sc1nc(N2CCOCC2)c2c(c1C#N)CC(C)(C)SC2
#51 O=C(Cc1ccc([N+](=O)[O-])cc1)NCC1CCCO1 (centres undefined)

entry no.,41,42,43,44,45,46,47,48,49,50,51
TRHR ag,0.0,3.2,-1.5,0.8,-1.2,-1.2,0.0,-1.4,-1.2,-0.3,0.4
Apoferritin bind,-7%,3%,-15%,?,-11%,-16%,-5%,35%[activator],-9%,-12%,1%
D1 antagonist,-2,1,0,0,2,-12,-36*,-2,-6,-1,1
RXFP1 antagonist,13,-13,-2,1,6,nt,-1,24,-5,-10,nt
TRHR enhancer,-6,0,-2,4,-4,5,-3,13,-8,-3,5
D1 ag,5,7,2,0,3,8,1,1,4,3,3
D1 potentiator,-2,-7,7,-7,-2,-9,-1,0,1,1,1
D2 PAM,-5,-8,-4,-5,4,6,0,10,-2,1,-2
RXFP1 ag,1.3%,-0.4%,17%,5.3%,-1.2%,2.8%,0.0%,0.2%,-0.2%,1.1%,1.2%
